Compound activity (PubChem BioAssay)
p-CIP stab down: p/CIP protein destabilization; Q05BA5; F442A p/CIP-EGFP cells, EGFP fluorescence, 16 h; decrease of EGFP signal, % at 10 µM; 290,000 compounds, 0.01% hits;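 active means EGFP signal decrease of at least 30% at 10 µM or well 3 SD below plate mean, unless failing retest; inactive means the rest, including hits failing retest or dose response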; further: some compounds called inactive have numbers as strong as hits; many of its hits are not listed in these tables
VIM-2 inhibitor: blocks Pseudomonas aeruginosa VIM-2 metallo-beta-lactamase. purified VIM-2, nitrocefin hydrolysis, epi-absorbance fluorescence. inhibition, % at 5.6 µM. 290,000 compounds, 0.89% hits. AID 1527;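 active means inhibition above the mean of all tested compounds plus 3 SD, cutoff set per screening run, cut at about 7.5% in these data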;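 further: red hydrolysis product quenches plate fluorescence so inhibitors raise well fluorescence; 0% = enzyme with DMSO and 100% = DMSO without enzyme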
IDE cell activ: boosts human insulin-degrading enzyme activity in HEK cells; P14735; FAbeta-B cleavage, fluorescence polarization; 0% vehicle, 100% cell-free pure enzyme wells; activation, % at 5.96 µM; 340,000 compounds, 0.073% hits; AID 493087;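 active means activation above the mean of all tested compounds plus 3 SD, set per screening campaign, cut at about 17% in these data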
Target sequence (P14735 whole entry, looked up): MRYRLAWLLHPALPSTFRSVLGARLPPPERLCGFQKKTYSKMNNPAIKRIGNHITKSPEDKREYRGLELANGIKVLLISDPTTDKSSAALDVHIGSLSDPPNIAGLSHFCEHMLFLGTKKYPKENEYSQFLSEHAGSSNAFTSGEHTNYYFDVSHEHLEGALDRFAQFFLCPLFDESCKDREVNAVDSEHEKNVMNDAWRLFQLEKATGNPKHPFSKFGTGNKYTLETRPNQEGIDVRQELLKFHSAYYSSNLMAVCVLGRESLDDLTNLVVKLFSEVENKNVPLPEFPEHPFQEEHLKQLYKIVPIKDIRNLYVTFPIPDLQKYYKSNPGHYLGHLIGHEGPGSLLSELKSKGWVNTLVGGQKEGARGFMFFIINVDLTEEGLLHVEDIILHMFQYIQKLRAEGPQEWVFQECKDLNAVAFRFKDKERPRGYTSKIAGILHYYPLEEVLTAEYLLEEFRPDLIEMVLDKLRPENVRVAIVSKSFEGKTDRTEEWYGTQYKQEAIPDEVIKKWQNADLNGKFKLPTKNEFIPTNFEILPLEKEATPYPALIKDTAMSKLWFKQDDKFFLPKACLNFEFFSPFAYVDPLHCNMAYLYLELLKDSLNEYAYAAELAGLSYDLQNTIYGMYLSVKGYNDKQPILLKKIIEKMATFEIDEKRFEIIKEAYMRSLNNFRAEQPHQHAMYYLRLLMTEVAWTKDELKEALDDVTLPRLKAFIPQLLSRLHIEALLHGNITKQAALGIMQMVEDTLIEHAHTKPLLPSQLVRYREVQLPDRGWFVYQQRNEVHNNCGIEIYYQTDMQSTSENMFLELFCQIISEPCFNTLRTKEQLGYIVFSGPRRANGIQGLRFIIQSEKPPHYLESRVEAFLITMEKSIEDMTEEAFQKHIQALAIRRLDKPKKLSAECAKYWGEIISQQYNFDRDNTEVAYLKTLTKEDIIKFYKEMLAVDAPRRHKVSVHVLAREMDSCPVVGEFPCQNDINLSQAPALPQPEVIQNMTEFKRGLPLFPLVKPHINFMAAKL
DNA FID counter: fluorescent intercalator displacement, NS3 helicase counter-screen; DNA fluorescent intercalator displacement, fluorescence; inhibition, % at 7.9 µM; 290,000 compounds, 0.17% hits; in the data active means inhibition above about 37%;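 further: 0% = vehicle and 100% = reference compound; higher means more ethidium bromide displaced from hairpin DNA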
M18AAP inhibitor: blocks P. falciparum M18 aspartyl aminopeptidase; recombinant PfM18AAP, H-Glu-NHMec fluorogenic cleavage; inhibition, % at 7.35 µM; 290,000 compounds, 1.2% hits;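 active means inhibition above the campaign mean inhibition over all tested compounds plus 3 SD, cut at about 28% in these data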;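 further: 0% = plate median of test compound wells and 100% = 2 mM ZnCl2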
NS3 helicase inh: HCV NS3 helicase inhibition; AID 1800; 290,000 compounds, 0.56% hits; inhibition, % at 10.9 µM; NS3 helicase DNA unwinding, Cy5 molecular beacon fluorescence;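 active means inhibition above the mean of all tested compounds plus 3 SD, set per campaign, cut at about 35% in these data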;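 further: 0% = DMSO wells and 100% = thioflavine S control wells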
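Compound dosing – single dose, 10.9 µM nominal final, DMSO 0.8% final · System – NS3 helicase fragment of HCV · Buffer or medium – MOPS pH 6.5, MgCl2, DTT, Tween20, BSA · Signal – Cy5 beacon fluorescence read at start and 1 h · Also added – annealed dual-labelled DNA beacon duplex, ATP-started · Schedule – 1 h at 25 °C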
IDE cell inh: inhibitors of human insulin-degrading enzyme in cells | P14735 | HEK cells, FAbetaB cleavage, fluorescence polarization | inhibition, % at 5.59 µM | 320,000 compounds, 0.41% hits | AID 434962;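 active means percent inhibition above the average of all tested compounds plus 3 SD, set per screening campaign, cut at about 16% in these data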;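 further: IDE supplied by intact live HEK cells; FP after avidin binding of uncleaved biotin substrate so inhibition keeps polarization high; 0% = DMSO wells and 100% = 60 µM reference IDE inhibitor Ii1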
IMP-1 inh: blocks Pseudomonas aeruginosa IMP-1 metallo-beta-lactamase. purified IMP-1, nitrocefin hydrolysis, epi-absorbance fluorescence. inhibition, % at 5.6 µM. 290,000 compounds, 0.45% hits;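 active means inhibition above the mean plus 3 SD of all compounds in the same screening run, cut at about 4.5% in these data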;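 further: 0% = IMP-1 with DMSO and 100% = DMSO wells lacking enzyme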
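system = purified recombinant IMP-1 beta-lactamase | amount = 0.2 nM IMP-1, as dispensed | medium = HEPES buffer pH 7.1 with ZnSO4 and Brij 35 | times = 25 °C, 15 min preincubation, 25 min reaction | detection = plate fluorescence quenching by hydrolysis product, ex 480/em 530 nm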
UBC9 SUMO inh: inhibitors of human SUMOylation (UBC9); 290,000 compounds, 0.36% hits; inhibition, % at 35 µM; P63279; HTRF SUMOylation assay, SAE1/SAE2 + UBC9, in vitro; in the data active means inhibition above about 50%, passing the limit was not always enough; further: strong numbers were not always called active
* = called active by the depositor; . = not tested or not shown.

item	SMILES	p-CIP stab down	VIM-2 inhibitor	IDE cell activ	DNA FID counter	M18AAP inhibitor	NS3 helicase inh	IDE cell inh	IMP-1 inh	UBC9 SUMO inh
1	CN(C)CCCN(Cc1cc2cc3c(cc2[nH]c1=O)OCO3)C(=S)Nc1cccc(Cl)c1	4	-3.7	6	32	2	-24	3	0.7	-7
2	O=C(Nc1cc(C(F)(F)F)ccc1N1CCCC1)c1cccnc1	8	-2.1	2	-3	4	-3	1	-1.9	7
3	COc1nc(Cc2ccc(Cl)cc2)nc2ccccc12	-4	-1.5	-2	-8	-12	8	6	-3.1	8
4	COc1ccc(Cn2c(=O)[nH]c3cc(C(=O)N4CCN(c5ccc(OC)cc5)CC4)ccc3c2=O)cc1	-8	-2.1	2	-2	2	-7	-12	-3.9	1
5	CCn1c(CNC(=O)C23CC4CC(CC(C4)C2)C3)nnc1SCC(=O)Nc1nnc(C)s1	2	-2.3	4	-5	-6	0	2	-3.0	-8
6	CC(C)CCNC(=O)C(c1ccco1)N(C(=O)Cn1nnc2ccccc21)c1ccc2c(c1)OCO2 (stereo unspecified)	-3	-2.7	4	-24	8	-9	-4	-1.8	6
7	C/C(=N\NC(=O)c1cccc2ccccc12)c1cccs1	-10	-2.3	0	-12	-2	-21	5	-0.9	8
8	COc1ccc(/C=C(\C#N)C(=O)Nc2ccc3[nH]c(=O)[nH]c3c2)cc1	-2	0.5	9	-1	-5	5	3	-3.4	22
9	CCn1cnc2c1c(=O)n(CC(=O)Nc1ccc3c(c1)OC(F)(F)O3)c(=O)n2Cc1ccccc1	-2	-7.3	7	-4	0	-11	-1	-3.3	-5
10	Cc1nc(C)n(CC(O)COc2ccc3ccccc3c2)n1 (stereo unspecified)	-11	-1.9	6	-13	-2	2	0	-5.7	17
11	Cc1ccc(CN2CCN(/N=C/c3cccnc3)CC2)c(C)c1	0	-4.5	4	-1	3	-12	2	-3.0	5
12	COc1ccc(Cl)cc1NC(=O)CN1CCC(NC(=O)C2CC2)CC1	-9	2.2	5	-8	3	24	-1	2.0	13
13	Cc1ccc(NC(=O)CCC(=O)NNC(=S)Nc2ccccc2)c(C)c1	-11	-2.9	-2	-19	11	-5	-1	-3.8	11
14	CC(C)Oc1ccc(/C=N/NC(N)=S)cc1	-15	-4.1	-4	-6	8	14	-4	-2.0	10
15	CCOc1ccc(-c2nnn(CC(=O)Nc3cccc(OC)c3)n2)cc1OCC	-7	-4.4	4	-10	-1	-18	11	-5.0	-1
16	Cc1cc(C)n(CCC(=O)N=Nc2c(O)[nH]c3ccc(Br)cc23)n1	-8	-0.4	5	-6	6	1	-2	-2.1	-1
17	O=C(Cn1c2c(c(=O)n3ncnc13)CCC2)N/N=C/c1ccc(Cl)cc1	-2	-0.4	-4	-15	-7	0	-3	-1.3	9
18	COc1ccc(C(C)=O)cc1COC(=O)c1c(C)nn(-c2ccccc2)c1C	-5	0.4	1	-38	-2	-15	5	-0.8	4
19	CN(C)CCCNC(=S)N(CCCN(C)C)Cc1cc2cc3c(cc2[nH]c1=O)OCO3	8	2.7	4	17	0	-4	6	-3.3	-3
20	O=C(NCc1ccco1)C1CC(c2cccc([N+](=O)[O-])c2)=NO1 (stereo unspecified)	-1	-1.5	4	1	1	8	-1	-2.4	30
21	CCOc1ccc(NC(=O)c2ccc(N3CC4CC(C3)c3cccc(=O)n3C4)c(NC(=O)c3ccncc3)c2)cc1 (stereo unspecified)	-8	-5.0	-2	-64	1	-2	6	-1.7	3
22	O=C1c2ccccc2C(=O)N1Cc1nn2c(-c3ccc(Cl)cc3)nnc2s1	-3	.	3	.	.	.	7	.	15
23	CC(C)Cc1nc(Cl)c(C#N)c2c1CCCC2	-9	1.2	-3	-5	-16	3	-7	-0.4	15
24	CC(=O)Nc1ccc(NCN2C(=O)[C@@H]3[C@H]4CC[C@H](C4)[C@@H]3C2=O)cc1	-10	-0.2	5	-2	6	-7	5	-2.8	21
25	CC(C)c1ccc(NC2=NCC(=O)N2Cc2cccs2)cc1	-4	-2.2	2	-10	-17	-7	-2	-4.4	-11
26	CC1(C)CC2(CCO1)N1CC3(C)CN2CC(C)(C1)C3O (stereo unspecified)	-4	-3.6	2	6	-6	3	-3	-6.6	12
27	CCCCN(C)/C=N/c1c(C#N)cnn1-c1ccc(C)cc1	-2	-2.8	4	-21	-9	-7	-3	-2.1	-10
28	CCc1nnc(SCC(=O)Nc2ccc(N3CCOCC3)cc2)n1C	-3	-1.6	4	-2	0	-1	-1	-2.4	10
29	CNC(=O)c1nc(C)n(-c2ccc(Cl)cc2Cl)n1	-4	-1.6	6	-2	2	1	0	-3.8	2
30	O=C(Nc1ccccc1)NC1CCS(=O)(=O)C1 (stereo unspecified)	15	0.3	5	-3	-5	-2	4	2.5	-33
31	Cc1cc2c(c(=O)o1)C(C13C=CC(CC1)C3)C(C#N)=C(N)O2 (stereo unspecified)	-8	-1.9	0	2	7	10	-2	-1.4	10
32	COCCNC(=S)NN=C1CCCCCC1	5	-5.8	4	-10	20	16	.	-4.0	-2
33	CCOC(=O)c1sc(NC(=O)c2cc(-c3cccc(O)c3)on2)c(C(=O)OCC)c1C	2	-1.9	8	-2	1	2	2	-3.1	13
34	O=C(NNC(=O)c1ccccc1OCc1ccccc1)c1ccccc1F	-10	-2.8	3	-24	7	9	-1	-3.2	7
35	Cn1nc(C(F)(F)F)c2cc(C(=O)Nc3ccc(F)cc3)sc21	0	-2.4	-6	-10	-1	0	12	-1.1	8
36	CCOC(=O)Cc1cc(=O)[nH]c(/N=C(\N)Nc2ccc(C)cc2C)n1	8	-5.1	0	-27	6	0	4	-3.4	-17
37	CC(C)S(=O)(=O)c1csc(NC(=O)Nc2cccc([N+](=O)[O-])c2)c1Cl	-12	-1.5	4	-1	16	20	3	-1.6	-10
38	COC(=O)c1cc2n(n1)CCCNC2=O	3	1.0	2	3	-9	-5	2	0.1	7
39	CC(C)(C)C1COc2ccccc2N1C(=O)c1cccc(Cl)c1 (stereo unspecified)	-9	-2.6	4	-21	5	6	5	-1.7	7
40	Cc1nonc1NC(=O)CSc1nc2ccccc2[nH]1	0	-1.0	5	0	0	8	6	-1.7	11
41	O=C1CC(c2cccc(Cl)c2)CC(O)=C1C=Nc1cccc(Cl)c1 (stereo unspecified)	-14	-0.9	6	-8	-3	13	9	-1.2	-1
42	O=C(CSc1cccc[n+]1[O-])c1ccc(Cl)cc1	-3	3.0	4	-7	-4	1	-9	-1.6	4
43	O=C(/C=C/c1ccccc1)Nc1cc(C(=O)O)cc(C(=O)O)c1	1	-1.3	5	3	2	-7	2	-2.2	11
44	CC(C)(C)C(=O)CSc1nnc(Nc2ccccc2)s1	-12	-2.6	3	-10	5	-11	1	-2.5	4
45	COc1cc2nc(C3CCC3)nc(N3CCN(c4ccccc4OC)CC3)c2cc1OC	-19	-1.7	-4	-6	-4	-35	15	-1.8	-11
46	CCCc1cc2c(c(NC(C)=O)n1)c(=O)oc1ccccc12	-8	-0.9	11	0	-8	-9	.	-2.0	-1
47	COC(=O)CNC(c1ccccc1)c1cc(Br)ccc1N (stereo unspecified)	-6	-1.8	1	-16	-15	1	5	-1.8	14
48	NC(=O)CC(NC(=O)c1ccccc1)c1ccc(NCCc2ccc(Cl)cc2)c([N+](=O)[O-])c1 (stereo unspecified)	-5	.	1	.	.	.	4	.	-5
49	O=[N+]([O-])c1ccc2nc(SCc3cn4cccnc4n3)[nH]c2c1	-4	-2.4	7	0	1	-2	-5	-2.0	14
50	CCCn1c(NC(=O)c2ccc(Br)cc2)nc2ccccc21	-1	0.4	12	0	6	12	1	-1.6	8

The list goes on.
item	SMILES	p-CIP stab down	VIM-2 inhibitor	IDE cell activ	DNA FID counter	M18AAP inhibitor	NS3 helicase inh	IDE cell inh	IMP-1 inh	UBC9 SUMO inh
51	Cc1ccc(C(=O)NCCCNC(=O)COc2ccccc2Cl)cn1	-2	-1.4	3	-14	-1	3	-3	-0.8	-2
52	CS(=O)(=O)NC1c2cccc3cccc(c23)C1N1CCOCC1 (stereo unspecified)	7	-0.2	3	-5	-12	4	-3	-2.3	6
53	CCn1c(C(=O)N2CCc3ccccc3C2)cc2oc3ccccc3c21	-9	-3.9	4	-15	9	-15	1	-1.2	7
54	Cn1cnnc1SCC(=O)Nc1ccc(OC(F)F)cc1	-9	-1.2	6	4	0	-4	-8	-2.8	8
55	COc1ccc(CNC(=O)CN2C(=O)NC(C)(c3ccc(Cl)cc3)C2=O)cc1 (stereo unspecified)	-5	-1.6	2	-16	-4	1	-7	-2.4	10
56	CSc1sc(C(=O)OC(C)C)c2c1C(=O)CC(C)(C)C2	-10	-2.8	1	-2	-4	-4	1	-1.1	6
57	COc1ccc(-c2nnn(CC(=O)NCc3ccccc3)n2)cc1OC	-3	-4.5	0	-9	-4	0	-2	-1.6	-3
58	O=C(O)CCNS(=O)(=O)c1ccc2c(c1)CCCC2	-12	-3.2	8	-2	4	-7	2	0.4	17
59	COc1ccc(C(C(=O)NCC2CCCO2)N(C(=O)Cn2nnc3ccccc32)c2ccc(NC(C)=O)cc2)cc1OC (stereo unspecified)	-5	-1.2	5	-22	4	-4	3	1.6	10
60	CCOc1ccc(CCNC(=O)CCCn2nc(C)c3c(C)n(-c4ccccc4)nc3c2=O)cc1	0	-0.6	5	-62	-3	-2	1	-1.7	3
61	COC(=O)C1=C(C)N(C)C(=S)NC1c1ccc(Cl)cc1 (stereo unspecified)	1	-1.2	-3	-12	12	-14	0	-2.6	-7
62	O=C(NCCCN1CCOCC1)C(=O)N/N=C/c1ccc2c(c1)OCO2	-10	-6.3	-3	4	2	7	4	-3.2	15
63	Cc1ccc(NC(=O)Cc2ccc3c(c2)OCCO3)cc1S(=O)(=O)N1CCCCC1	2	-0.1	1	-19	-5	-18	-9	-1.0	-8
64	CC(=O)CSc1nc2ccccc2s1	3	-3.1	0	-2	3	4	4	-2.9	-6
65	O=C1CC(c2ccco2)CC(O)=C1C=Nc1ccc(Br)cc1 (stereo unspecified)	15	-2.9	2	-11	20	18	1	-1.2	13
66	COc1ccccc1C(OC(=O)c1ccco1)C(=O)NCc1ccc(F)cc1 (stereo unspecified)	-2	1.3	2	-27	-2	0	0	-1.4	13
67	O=C(Nc1cc2c(oc1=O)CCCC2=O)c1ccccc1	-2	-0.1	6	-1	13	5	3	1.3	13
68	O=C(O)CCCNC(=O)c1ccc(NC(=O)Cc2ccc(Cl)cc2)cc1	12	-2.4	-6	-10	2	-7	6	-2.0	5
69	O=C(CNC(=O)c1ccc(Cl)cc1)OC1CCOC1=O (stereo unspecified)	3	0.1	8	9	-4	-2	3	-3.0	8
70	O=C(O)c1ccc(NC(=S)NC(=O)c2cncc(Br)c2)cc1	-13	-3.5	-3	0	19	3	5	-4.5	12

This is a random part of the collection, and some 3.6% of all compounds hit somewhere here.
